# rCAG binder = molecules binding r(CAG) RNA repeats; 370,000 tested, 1.3% active; inhibition, % at 3 µM; AID 651821; r(CAG) RNA repeat, TO-PRO-1 dye displacement fluorescence;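 active = inhibition above the plate cutoff, the mean of all test compounds on that plate plus 3 SD, cut at about 35% in these data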;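 note: 0% = DMSO alone and 100% = 100 µM mitoxantrone as full dye displacement; higher means more dye released from RNA so lower well fluorescence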
# TDP2 absorb = blocks human TDP2 phosphodiesterase activity. 370,000 tested, 0.34% active. inhibition, % at 12.8 µM. recombinant TDP2, T5PNP hydrolysis, p-nitrophenol absorbance 415 nm;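 active = inhibition above the mean of all tested compounds plus 3 SD, set per campaign, cut at about 25% in these data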;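 note: 0% = DMSO with enzyme and 100% = buffer with substrate but no TDP2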
#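 Assay system: recombinant human TDP2 / Reagent: T5PNP substrate at 5 mM, a TopII-DNA adduct mimic / Measured by: epi absorbance from released p-nitrophenol / Evaluation: % inhibition relative to enzyme-containing and enzyme-free wells / Control set: enzyme-free and DMSO wells / Replicates: each compound tested once, singlicate / Schedule: enzyme reaction with compound for 2 h at 37 °C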
# mABHD4 FP = ABHD4 (mouse) inhibition, primary FP screen; Q8VD66; purified mABHD4, FP-Rh probe fluorescence polarization; inhibition, % at 8.92 µM; 370,000 tested, 0.54% active; AID 720543;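 active = inhibition exceeding the mean over every tested compound plus 3 SD, cut at about 30% in these data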;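 note: 0% = plate median of compound wells and 100% = S159A mutant with DMSO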
#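 System: mouse ABHD4 enzyme, wild type / Medium: HEPES pH 7.0, NaCl, Pluronic buffer / Reagent: FP-Rh activity-based fluorescent probe / Control set: S159A mutant high control, sample median low control / Detection: fluorescence polarization with parallel and perpendicular emission, 525/598 nm / Schedule: 45 min + 60 min at 25 °C / Compound dosing: 8.92 µM, single dose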
# TCR CD3 inh = blocks the human TCR-CD3 interaction | inhibition, % at 9.4 µM | 360,000 tested, 0.37% active | TAMRA-labeled TCR probe fluorescence, biochemical; in the data active = inhibition above about 19%;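 note: recombinant mutant TCR 2C K166C tagged with TAMRA read by polarization; 0% = receptor in buffer alone and 100% = receptor with positive control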
# PG9 Ab binder = small molecules binding HIV-1 gp120 antibody PG9; 360,000 tested, 0.43% active; TR-FRET gp120-PG9 antibody binding; AID 624416; inhibition, % at 6.7 µM; in the data active = inhibition above about 8.5%
# PRMT1 inh = blocks human protein arginine methyltransferase 1. recombinant PRMT1, activity-based probe fluorescence polarization. inhibition, % at 2.79 µM. 370,000 tested, 1.3% active. AID 652257;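 active = inhibition above about 21% made by adding two undisclosed values, limit read from the data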
# Target sequence (Q99873 whole entry, looked up): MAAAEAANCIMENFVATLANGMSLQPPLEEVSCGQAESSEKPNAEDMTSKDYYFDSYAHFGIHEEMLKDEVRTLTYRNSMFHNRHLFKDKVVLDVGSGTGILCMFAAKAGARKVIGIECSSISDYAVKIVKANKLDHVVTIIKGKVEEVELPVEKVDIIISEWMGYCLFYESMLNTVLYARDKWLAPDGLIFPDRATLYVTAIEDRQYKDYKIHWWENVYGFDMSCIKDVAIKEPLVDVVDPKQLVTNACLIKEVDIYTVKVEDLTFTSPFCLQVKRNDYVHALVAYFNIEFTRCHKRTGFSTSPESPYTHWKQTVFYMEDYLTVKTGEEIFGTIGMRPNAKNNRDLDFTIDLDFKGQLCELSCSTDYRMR
# Rev-erbA mod = modulators of human Rev-erb alpha DNA binding. Rev-erbα–FITC-DNA binding, fluorescence polarization, 90 min. activity, % at 10 µM. 370,000 tested, 0.79% active;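 active = activity above about 14%, limit read from the data; passing the limit was not always enough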;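 note: 0% = DMSO wells with 35 nM protein and 100% = DMSO wells with 750 nM protein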
# SIAE inh = human SIAE inhibition, primary screen; Q9HAT2; SIAE FP-Rh probe binding, fluorescence polarization; inhibition, % at 9.66 µM; 370,000 tested, 0.69% active; AID 1053197;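 active = inhibition above a cutoff: mean of compounds within the control limits plus 3 SD of those, cut at about 17% in these data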;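 note: 0% = plate median of compound wells and 100% = probe without SIAE protein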
# Target sequence (Q9HAT2 whole entry, looked up): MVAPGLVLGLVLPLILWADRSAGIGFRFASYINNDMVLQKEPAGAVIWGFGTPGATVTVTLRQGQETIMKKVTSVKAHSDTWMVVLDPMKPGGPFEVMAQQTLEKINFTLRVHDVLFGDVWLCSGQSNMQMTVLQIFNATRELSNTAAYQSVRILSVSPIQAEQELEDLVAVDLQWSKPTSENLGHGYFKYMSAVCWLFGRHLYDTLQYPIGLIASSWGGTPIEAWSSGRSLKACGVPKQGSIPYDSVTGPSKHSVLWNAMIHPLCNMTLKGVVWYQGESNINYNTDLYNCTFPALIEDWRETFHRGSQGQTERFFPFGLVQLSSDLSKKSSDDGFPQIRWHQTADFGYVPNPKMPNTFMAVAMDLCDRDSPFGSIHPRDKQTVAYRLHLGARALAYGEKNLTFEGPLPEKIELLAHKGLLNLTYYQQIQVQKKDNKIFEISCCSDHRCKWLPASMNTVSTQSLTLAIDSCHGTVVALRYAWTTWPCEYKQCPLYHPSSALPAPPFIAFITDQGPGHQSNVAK
# LEDGF integ inh = blocks HIV-1 LEDGF/p75-dependent DNA integration. TR-FRET IN-LEDGF/p75 DNA integration, Eu/Cy5. inhibition, % at 3.7 µM. 370,000 tested, 0.64% active;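 active = inhibition above the screen-wide mean plus 3 SD, cut at about 13% in these data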;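 note: signal is the Cy5 over europium emission ratio at 671 and 618 nm; 0% = plate median of compound wells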
# HTRA1 inhibitor = inhibitors of human serine peptidase HTRA1. recombinant HTRA1, FP-rhodamine activity-based probe, fluorescence polarization. inhibition, % at 5.96 µM. 340,000 tested, 0.5% active. AID 504803; in the data active = inhibition above about 36%;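 note: 0% = enzyme with DMSO and 100% = wells lacking enzyme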
# * hit, by the source's call; . = not tested or not shown.
SMILES,rCAG binder,TDP2 absorb,mABHD4 FP,TCR CD3 inh,PG9 Ab binder,PRMT1 inh,Rev-erbA mod,SIAE inh,LEDGF integ inh,HTRA1 inhibitor
Cc1cc2cc(CCNC(=O)CCc3ccccc3)c(=O)[nH]c2cc1C,-3,-8,-4,-4,0.0,-1,2,-2,-5,-1
CCOc1cc2[nH]c(=S)n(CCc3ccc(OC)c(OC)c3)c(=O)c2cc1OCC,7,2,0,7,0.4,-1,22,-2,2,11
O=C(NC(=S)N1CCCCC1)c1cccnc1,-3,-1,9,0,1.1,0,3,1,-4,9
CC1COCC(C)N1C(=O)c1cccnc1 (stereo not given),1,0,-3,-3,-1.2,-1,-4,-9,1,5
Cc1ccc(CCNC(=O)C2CCCN(S(=O)(=O)c3c(C)noc3/C=C/N(C)C)C2)cc1 (stereo not given),21,6,-11,3,-0.1,-9,3,6,7,-52
CC(C)CNS(=O)(=O)/C=C/c1cc2c(cc1CNC(=O)OC(C)(C)C)OCO2,5,7,-4,.,.,0,7,13,1,.
COc1ccc(CCNc2ccc(N3C(=O)CC(C)C3=O)cc2[N+](=O)[O-])cc1 (stereo not given),-2,0,9,-9,0.0,3,13,2,-5,-2
c1ccc(SSc2ccccc2)cc1,1,-13,-1,-2,-2.2,-3,1,-7,-2,2
O=C(CSc1nnc2scc(-c3ccccc3)n12)c1ccc2c(c1)OCCO2,2,1,2,7,-0.2,-3,3,-1,-3,4
O=C1c2ccccc2CCC12N=NCC2c1ccccc1 (stereo not given),2,-10,-2,3,-2.0,1,6,-1,3,-10
CC(=O)c1c(C)[nH]c(C(=O)COc2ccc3ccc(=O)oc3c2)c1C,3,-2,6,-2,2.4,-1,-7,-1,-4,0
COc1ccc(NC(=O)CCNS(=O)(=O)c2cc(Br)cnc2N)c(OC)c1,-3,0,-4,-5,-0.3,-1,0,7,1,14
Cc1cc(C)n2nc(C(=O)N/N=C/c3ccccc3C)nc2n1,-1,-2,-3,3,-2.5,1,7,4,3,.
COCCNC(=O)CN1CCC(NC(=O)c2ccco2)CC1,1,10,7,10,-2.0,-2,6,-2,0,0
C[C@H](CO)N1C[C@H](C)[C@@H](CN(C)S(=O)(=O)c2ccccc2)Oc2ccc(NS(=O)(=O)c3cccs3)cc2C1=O,15,8,0,-8,-0.1,2,-2,-3,-3,-9
CCOc1ccccc1-c1nc(CN2CCN(C(=O)c3ccco3)CC2)c(C)o1,-4,-3,-3,0,-3.3,-2,1,-1,2,0
Cc1ccc(C(C(=O)NC2CCCC2)N(Cc2ccc3c(c2)OCO3)C(=O)c2snc(C(N)=O)c2N)cc1 (stereo not given),-3,-6,2,6,2.3,-2,4,-4,4,-7
Cc1cccc(N2CC(c3nc4ccccc4[nH]3)CC2=O)c1 (stereo not given),-2,6,0,-8,0.0,3,-4,-5,-1,-4
COc1ccc(CN(CCN2CCOCC2)C(=O)c2cc(F)ccc2F)cc1OC,0,7,-1,.,.,-4,0,2,6,.
Cc1c(CC(=O)N[C@@H](C)C(=O)O)c(=O)oc2cc3oc4c(c3cc12)CCCC4,17,6,-3,-1,-1.6,1,-3,-1,1,-6
CCCc1nc(Nc2nc3ccccc3o2)nc(C)c1C(=O)OCC,4,-3,-3,-12,0.9,2,3,-8,2,-3
Cc1sc2nc3ccc(N4CCCC4)nn3c(=O)c2c1C,25,-8,4,5,-2.1,9,-3,-9,2,-1
Cc1cccc(C)c1NC(=O)COC(=O)Cc1ccsc1,-2,4,3,0,-0.3,2,2,0,1,4
O=C(CC1Oc2ccccc2NC1=O)NC1CC1 (stereo not given),2,4,-8,0,-2.1,4,-1,2,2,-4
COc1ccc(NC2CCCN(C(=O)CCCn3cncn3)C2)cc1OC (stereo not given),-1,6,-1,6,-3.8,0,0,8,5,-3
Nc1ccc(CNC(=O)c2cc3cc(Cl)ccc3nc2N)cc1,5,12,11,0,-0.5,6,2,16,-1,.
CSc1ccccc1NC(=O)CN1c2ccccc2CC1C (stereo not given),-6,-8,4,-5,1.2,3,-6,4,1,-10
Cn1c(C(=O)N[C@@H](Cc2ccccc2)C(=O)NCCC(=O)O)cc2cc(Cl)ccc21,19,8,4,6,1.6,-1,-6,1,3,-1
Cc1ccc(C)c(-c2cc(C(=O)NCc3cccs3)c3ccccc3n2)c1,5,-3,-25,0,0.8,-2,7,-10,3,-37
Cc1cccc(N2C(=O)N3[C@@H]4c5ccccc5OC[C@@H]4[C@@H](c4ccccc4)[C@@]3(C)C2=O)c1,4,7,-5,5,-0.3,0,-2,4,0,-62

# Record cards (already shown). Order of screens: rCAG binder	TDP2 absorb	mABHD4 FP	TCR CD3 inh	PG9 Ab binder	PRMT1 inh	Rev-erbA mod	SIAE inh	LEDGF integ inh	HTRA1 inhibitor
# Entry for Cn1c(C(=O)N[C@@H](Cc2ccccc2)C(=O)NCCC(=O)O)cc2cc(Cl)ccc21 → 19	8	4	6	1.6	-1	-6	1	3	-1
# Entry for O=C(CC1Oc2ccccc2NC1=O)NC1CC1 (stereo not given) → 2	4	-8	0	-2.1	4	-1	2	2	-4
# Entry for Cc1cccc(N2C(=O)N3[C@@H]4c5ccccc5OC[C@@H]4[C@@H](c4ccccc4)[C@@]3(C)C2=O)c1 → 4	7	-5	5	-0.3	0	-2	4	0	-62

# (further entries)
SMILES,rCAG binder,TDP2 absorb,mABHD4 FP,TCR CD3 inh,PG9 Ab binder,PRMT1 inh,Rev-erbA mod,SIAE inh,LEDGF integ inh,HTRA1 inhibitor
C[C@H](CO)N1C[C@H](C)[C@@H](CN(C)Cc2ccc(Cl)c(Cl)c2)Oc2c(NC(=O)c3ccncc3)cccc2C1=O,-1,-1,-3,-1,-3.7,0,-6,13,2,-15
O=C(N=C1c2ccccc2CN1c1ccccc1)c1cccc([N+](=O)[O-])c1,7,-9,-12,-6,1.0,5,1,-2,-3,-3
COc1ccc(OCCN2CCC(C(=O)NC(C)c3cccc4ccccc34)CC2)cc1 (stereo not given),0,-4,3,-2,0.2,5,-2,6,2,.
O=C1NC(=O)C2(Br)Nc3ccc(Br)cc3C(=O)C2N1 (stereo not given),-1,-4,-8,12,0.6,3,-3,-1,0,-6
COCCn1c(Cc2ccccc2)nnc1SCC(=O)Nc1oc(C)c2c(C)n[nH]c(=O)c12,-2,-10,3,-7,-0.7,7,-1,-7,-2,0
COc1ccc(-c2nn(C)c(=O)c3ccccc23)cc1CNC(=O)c1ccco1,-2,1,-2,-1,-0.7,-1,0,0,1,6
NC(=O)CC[C@H](NC(=O)c1ccc(F)cc1)C(=O)OCC(=O)Nc1c(F)c(F)c(F)c(F)c1F,-2,9,-2,3,-0.4,-1,0,-1,-1,1
CCN(CC)S(=O)(=O)c1ccc(S(=O)(=O)N2CCCC2C(=O)O)cc1 (stereo not given),1,2,4,1,1.7,0,1,4,4,-2
COc1cc2c(C(=O)Nc3ccccc3F)cn(C)c(=O)c2cc1OC,2,9,-4,-4,-0.3,-1,-2,-1,-1,10
Cc1[nH]c2ccccc2c1C(=O)COC(=O)C(C)C,-4,0,-5,7,-1.4,1,0,4,-1,-4
CN=C(Nc1cccnc1)c1cccc(C(F)(F)F)c1,5,4,0,5,-1.2,-4,1,4,1,4
COc1cc(C(=O)Nc2cc(S(=O)(=O)N3CCOCC3)ccc2N2CCN(C)CC2)cc(OC)c1OC,-3,-14,7,-7,1.6,-4,2,0,1,6
CN1CCN(CCCNC(=O)c2ccc(CSCc3cccc(Cl)c3)o2)CC1,-1,3,-7,1,0.0,1,-3,1,-5,.
O=C(NCCCN1CCOCC1)C(C(=O)c1ccccc1)n1ccccc1=O (stereo not given),0,0,1,2,-0.6,-3,-2,-1,-2,-4
Cn1nc(-c2ccc(Cl)cc2)c2cc(C(=O)N3CCN(c4ccccc4)CC3)sc21,11,-3,-8,-2,-0.9,3,.,-3,-1,-12
COc1cccc(C(=O)NCCS(=O)(=O)NCc2ccc3c(c2)OCO3)c1,-5,-11,2,10,-0.3,-1,0,-11,0,-4
Cc1ccc(C)c(SCC(=O)NC2CCS(=O)(=O)C2)c1 (stereo not given),2,5,-1,7,0.1,-5,6,6,-4,3
O=C(Nc1ccccc1)c1ccccc1NS(=O)(=O)c1ccc(Cl)s1,60*,2,-24,-6,2.1,2,2,-3,1,-27
O=C1Nc2ccccc2C1=Nc1ccc(Cl)cc1,-1,1,2,2,-0.8,5,0,-6,-1,0
O=C(CSc1nnc(-c2cccnc2)n1Cc1ccco1)c1ccccc1,2,2,-14,-5,-2.4,3,3,-13,-1,1
CCOC(=O)C1CCC/C1=N\NC(=O)CN(c1cc(OC)ccc1OC)S(=O)(=O)c1ccccc1 (stereo not given),7,-11,-3,5,0.0,-2,2,5,5,-38
Cc1ccc(C(=O)Nc2ccc(F)cc2F)o1,4,5,8,11,-0.9,-2,1,4,-1,-4
COc1ccc(C(C(=O)NC(C)(C)C)N(C(=O)CCC(=O)Nc2cc(C)on2)c2cc(C)cc(C)c2)cc1 (stereo not given),-1,8,5,3,1.0,-2,-3,0,0,2
CCOC(=O)Cc1csc(NC(=O)c2ccc3ncsc3c2)n1,0,1,-4,-1,-1.6,8,1,-10,-2,-4
CSc1ccccc1C(=O)Nc1ncn[nH]1,0,-3,9,3,-1.3,21,2,-2,-2,-1
COC(=O)[C@]12C(=O)C(C)=C(O)[C@@]1(C)C(C)=CC1[C@@]34CC[C@@H](OC(C)=O)C(C)(C)C3C(C[C@]12C)OC4=O (stereo not given in full),4,-1,4,15,-1.0,3,1,9,-5,3
CC(C)N(C)C1CCN(C(=O)Nc2ccc(Cl)cc2)CC1,-3,7,4,-4,0.9,2,-6,1,2,6
Cc1ccc(-c2ccc(=O)[nH]n2)cc1,0,2,-1,-2,3.3,-3,-5,-1,0,4
O=C(CSc1nc2ccccc2c(=O)n1CCC(=O)N1CCN(c2ccccc2)CC1)NCC1CCCO1 (stereo not given),-7,-7,-1,-3,0.8,3,1,6,-8,3
CCOC(=O)C1=C(NC(=O)c2ccc(Br)o2)Nc2ccccc2N=C1,1,8,-4,4,-0.2,-3,-3,-3,-1,-9
Cc1c(NC(=O)C(C)OC(=O)c2ccc([N+](=O)[O-])cc2Cl)c(=O)n(-c2ccccc2)n1C (stereo not given),-1,5,2,-4,-1.4,-1,10,11,2,3
Cc1csc(C(=O)O)c1NC(=O)c1ccc(F)cc1,-1,-5,2,1,0.4,0,-3,-6,-4,2
CCC1=Nc2cc(C(=O)NCc3ccco3)ccc2Sc2ccc(C)cc21,1,-2,-32,-1,-2.1,1,-7,-10,-3,-57
Cc1ccc2oc(=O)c3cnn(CC(=O)N4CCN(c5ccccn5)CC4)c3c2c1,3,6,4,6,-0.9,-2,1,1,3,-1
CCc1nc(Cl)c(C#N)c2c1CSC(C)(C)C2,-6,1,0,-8,-0.1,2,-2,-3,-7,0
CCCCNC(=O)NNC(=O)c1ccco1,0,1,9,6,0.7,-1,-3,4,-1,4
Cc1cc(=O)oc2cc(Oc3ccc([N+](=O)[O-])cc3C(F)(F)F)ccc12,-1,2,-13,-1,-0.5,0,-4,1,-1,-16

# Some of the compounds tested. The share of hits here may be higher or lower than overall.
